Screening results from PubChem.
Kir21 block: inhibitors of mouse Kir2.1 inward-rectifier potassium channel; HEK293-Kir2.1, FluxOR thallium flux fluorescence; stronger effect = lower value; B-score at 10 µM; 0.85% of 310,000 active; AID 1672;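 active means fluorescence ratio B-score at or below minus 3 SD of library scores, with starting-brightness B-score within 2 SD, cut at about -4.2 in these data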;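 further: channel flux triggered by added potassium and thallium sulfate stimulus; B-score of peak minus minimum fluorescence over baseline after thallium stimulus; more negative B-score means stronger Kir2.1 block with less thallium influx; some compounds called inactive have numbers as strong as hits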
Target sequence (P35561 whole entry, looked up): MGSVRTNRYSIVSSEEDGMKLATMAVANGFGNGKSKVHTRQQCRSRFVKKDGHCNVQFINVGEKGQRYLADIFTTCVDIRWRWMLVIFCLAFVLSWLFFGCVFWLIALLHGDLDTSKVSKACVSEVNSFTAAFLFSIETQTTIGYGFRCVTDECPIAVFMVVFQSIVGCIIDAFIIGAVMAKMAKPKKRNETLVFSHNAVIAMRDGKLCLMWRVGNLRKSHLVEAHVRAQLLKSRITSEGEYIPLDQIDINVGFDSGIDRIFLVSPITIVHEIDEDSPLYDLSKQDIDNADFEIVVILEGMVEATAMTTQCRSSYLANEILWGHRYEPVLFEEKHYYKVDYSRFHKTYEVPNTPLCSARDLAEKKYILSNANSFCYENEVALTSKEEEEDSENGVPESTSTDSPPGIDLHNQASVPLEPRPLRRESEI
STK33 inh: human STK33 kinase inhibition; Q9BYT3; purified STK33, MBP phosphorylation, ADP-Glo luminescence; inhibition, % at 10 µM; 0.073% of 320,000 active;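 active means inhibition at or above 25%, using the most active replicate where run in duplicate; inactive means inhibition below 25%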
Target sequence (Q9BYT3 whole entry, looked up): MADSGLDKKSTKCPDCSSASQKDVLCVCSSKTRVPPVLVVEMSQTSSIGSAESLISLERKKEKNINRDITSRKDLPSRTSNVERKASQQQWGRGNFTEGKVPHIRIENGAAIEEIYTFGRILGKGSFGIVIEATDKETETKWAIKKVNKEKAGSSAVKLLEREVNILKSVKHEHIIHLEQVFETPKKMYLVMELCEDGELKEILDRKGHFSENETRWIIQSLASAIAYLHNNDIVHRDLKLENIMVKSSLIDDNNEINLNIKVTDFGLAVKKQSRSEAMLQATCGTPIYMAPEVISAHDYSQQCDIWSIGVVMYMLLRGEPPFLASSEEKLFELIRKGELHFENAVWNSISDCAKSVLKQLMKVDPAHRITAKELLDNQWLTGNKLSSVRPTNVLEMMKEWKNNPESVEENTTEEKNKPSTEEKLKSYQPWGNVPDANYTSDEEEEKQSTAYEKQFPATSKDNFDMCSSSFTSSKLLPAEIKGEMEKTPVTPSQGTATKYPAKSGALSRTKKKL
An asterisk follows results filed as active; x = no result given.

SMILES	Kir21 block	STK33 inh
OC(COC(c1ccc(F)cc1)c1ccc(F)cc1)CN1CCCC(C(F)(F)F)C1 (stereo not given)	0.41	2.2
O=C(N1CCCCC1)C1(c2ccccc2)CCCCC1	1.4	-0.2
COc1ccc(CCc2nnc(CCC(=O)N(C)Cc3ccnc4ccccc34)o2)cc1	0.15	-0.7
CC(C)OCC(O)CCc1n[nH]c(=S)n1-c1ccccc1 (stereo not given)	-0.3	-4.5
CCc1ncc(CN2CCCC(C(=O)Nc3cccc(-c4cccc(C)c4)c3)C2)cn1 (stereo not given)	0.04	0.3
CCN(CC(=O)Nc1ccc(C)c(F)c1)CC(=O)NC(C)(C)C	-0.05	-2.4
O=C(N/N=C\c1ccccc1)c1ccccc1-n1cccc1	0.26	0.8
Cc1ccc(C)c(NCC(O)c2ccccc2)c1 (stereo not given)	-0.43	-0.9
Cn1cccc1CC(=O)NNC(=S)Nc1ccc(Cl)cc1	0.68	0.8
COc1ccc(C(=O)Nc2ccc(S(=O)(=O)Nc3onc(C)c3C)cc2)c(OC)c1	-0.98	0.6
COc1ccc2[nH]c3c(=O)n(Cc4ccncc4)cnc3c2c1	0.16	-0.3
COc1ccc(OC)c(/C=C2\SC(=S)N(Cc3cccnc3)C2=O)c1	-0.34	-0.3
O=c1cc(N2CCc3ccccc32)[nH]c(=O)n1-c1ccccc1	-0.3	-0.7
C=CCN(C(=O)CSc1nc2c(sc3ccccc32)c(=O)n1CCN(CC)CC)c1ccccc1	1.4	1.3
COc1ccc(C(=O)Nc2cccc(C(=O)O)c2)cc1S(=O)(=O)N1CCCC1	-0.49	-0.9

Record cards (already shown). Screens in order: Kir21 block	STK33 inh
`CCN(CC(=O)Nc1ccc(C)c(F)c1)CC(=O)NC(C)(C)C` across the screens: -0.05	-2.4
`COc1ccc(OC)c(/C=C2\SC(=S)N(Cc3cccnc3)C2=O)c1` across the screens: -0.34	-0.3

(more compounds)
SMILES	Kir21 block	STK33 inh
COc1ccc(C(=O)NNC(=O)CSc2nc(C(C)C)nc3ccccc23)cc1	-0.73	1.2
Cc1cccc(N2C(=O)SC(SC(=Nc3ccccc3)Nc3ccccc3)C2=O)c1 (stereo not given)	1.3	-0.3
O=C1[C@@H]2C(Cc3ccc(O)cc3)NC3(C(=O)Nc4ccc(F)cc43)[C@@H]2C(=O)N1c1ccc(F)cc1 (stereo not given in full)	-0.61	-2.3
O=C(N1CCOCC1)N1CCN(c2nc(-c3ccc(F)cc3)cs2)CC1	-2.3	-0.6
CCCn1c(N)c(N(CCOC)C(=O)CSc2c(Cl)cccc2Cl)c(=O)[nH]c1=O	x	-3.7
CNS(=O)(=O)c1cc(-c2nnc(Nc3ccc(NC(C)=O)cc3)c3ccccc23)ccc1C	-0.07	-1.1
O=C(NC1Cc2ccccc2C1)c1cc(COc2ccc(F)cc2Cl)on1	2.5	-0.2
Cc1ccc(NC(=O)CCc2ccc(C)o2)c(Br)c1	0.62	-1.1
O=C(CN1CCN(S(=O)(=O)c2cccs2)CC1)NCC1CCCCC1	x	1.6
O=C(CSc1ccc(-c2ccccc2)nn1)N1CCOCC1	2.1	6.5
CCOc1c(C)cnc2c1c(=O)n(Cc1c(F)cccc1Cl)c(=O)n2C	0.14	0.0
COc1ccccc1OCC(O)CN1C(=O)NC(C)(C)C1=O (stereo not given)	-0.02	0.8
CCC(C)(C)n1nnnc1C(c1cc2ccc(OC)cc2[nH]c1=O)N1CCCCC1 (stereo not given)	-1.2	-0.1
O=C([C@H](Cc1ccc(O)cc1)n1cc(CCO)nn1)N1CCNCC1	-0.91	-1.1
O=C(COC(=O)CN1C(=O)C2CCCCC2C1=O)Nc1ccc(F)c(F)c1F (stereo not given)	x	-1.1
COc1ccccc1CNC(=O)c1cccc(N(C)C)c1	-0.67	-0.6
COc1ccc(OC)c(/C(C)=N\NC(=O)c2cc3cc(Cl)ccc3n2C)c1	0.26	-0.8
CCC(=O)NN1CCN(c2ccncc2S(=O)(=O)N2CCCCC2)CC1	-0.36	-0.8
CSc1ccc(Cn2nnc(C(=O)NCc3ccccc3)c2N)cc1	-2.1	-2.0
CCCOC(=O)Nc1nc(-c2ccc(C)cc2)c(C)s1	-0.31	-0.8
Cc1ccc(NC(=O)c2cccc(S(=O)(=O)N(C)C3CCCCC3)c2)nc1	-0.6	-1.9
Cc1ccccc1NC(=O)c1ccc(CSc2ncccn2)cc1	-0.24	-1.3
COc1ccc(C)c2sc(N(CCN(C)C)C(=O)c3ccc4ccccc4c3)nc12	-0.51	1.5
N#Cc1cnn2c1nc(N1CCOCC1)c1ccccc12	-0.19	-0.4
CCCn1c(O)c(/C=C2\C=NN=C2c2ccccc2)sc1=S	-1.4	-0.2
CC1CCC2C(=O)N(c3ccc(Cc4ccncc4)cc3)C(=O)C2C1 (stereo not given)	-1	0.4
CC1CCN(S(=O)(=O)c2ccc3c(c2)oc(=O)n3CC(=O)N2CCc3ccccc3C2)CC1	0.1	-0.4
CC(C)(C)c1ccc(S(=O)(=O)N2CCN(CC(=O)NC(=O)NC3CCCCC3)CC2)cc1	-1.6	-0.8
CC(C)N(CCc1ccncc1)C(=S)Nc1ccc(F)c(Cl)c1	-0.21	0.8
COc1ccccc1N1C(=NC(=O)C2CCCCC2)SC2CS(=O)(=O)CC21 (stereo not given)	0.66	-1.2
C=CCNc1oc(-c2ccc(OC)cc2)nc1C#N	-0.37	0.1
Cc1c(C)c(C)c2[nH]c(=S)[nH]c2c1C	-0.87	1.7
CN(C)S(=O)(=O)c1ccc(C(=O)NCCN2C(=O)S/C(=C\c3cccnc3)C2=O)cc1	0.68	-0.5
Cc1ccc(CSC2=Nc3sccc3C3=NC(=O)CN23)cc1	-0.06	-0.5
O=C(O)CCCC(=O)Nc1nncs1	-1.7	-3.1
CCN(CC)CCCN(C(=O)c1ccc(F)cc1)c1nc(-c2ccc(OC)cc2)cs1	-1.2	1.5
COCCN1CCN(Cc2nc(C3(c4ccc(C)cc4)CCCC3)no2)CC1	-2.1	1.2
Cc1cc(NC(=O)CSc2nc3c(c(=O)n(C)c(=O)n3C)n2C(C)C)no1	0.91	-0.6
COc1cccc(CN2CCN(c3ncccn3)CC2)c1	1.4	-1.4
COc1ccccc1OCC(=O)Nc1ccc(N2CCOCC2)cc1N1CCOCC1	x	0.3
COc1ccccc1N1CCN(C(=O)c2ccc3c(=O)n(Cc4ccco4)c(=S)[nH]c3c2)CC1	0.22	3.4
COc1ccc2c(c1OC)C(=O)OC2N1C(=O)CC[C@H]1C(=O)NCC1CCCO1 (stereo not given in full)	0.51	-1.1
Cn1nccc1C(=O)N1CCN(C23CC4CC(CC(C4)C2)C3)CC1	0.53	-2.5
COc1ccc(NS(=O)(=O)c2cc(Cl)ccc2Cl)cc1S(=O)(=O)N1CCCCC1	-1.3	-0.6
CCCc1ccc(C(=O)NNc2cc(Cl)ccc2Cl)cc1	0.64	-3.5
CN(C)S(=O)(=O)NCC1CCCN(Cc2ccc(-c3ccccc3)cc2)C1 (stereo not given)	1.6	-1.9
Cc1ccc(CNS(=O)(=O)c2cc3c(cc2C)N(C)CCO3)cc1	-3.6	-2.1
O=C1c2ccccc2C(=O)N1CC(O)COCc1ccccc1 (stereo not given)	0.66	0.2
O=C(NCc1ccncc1)C1CCN(S(=O)(=O)c2ccccc2)CC1	-0.01	x
Cc1ccc(Cl)c2c(N=Nc3ccccc3)c(O)[nH]c12	-1	-0.6
O=C(NCc1cnn(-c2ccc(F)cc2)c1)C1CCC(=O)N(C2CC2)C1 (stereo not given)	-0.28	0.8
CCc1nc2nc(C)c(NS(=O)(=O)c3cccs3)c(=O)n2[nH]1	-1	3.8
CN(CCOc1ccccc1)C(=O)c1cc(S(=O)(=O)N2CCCCC2)ccc1Cl	-1.5	-1.4
COc1ccc(/C=C(\C#N)C(=O)N2COCC2(C)C)cc1	-0.56	-0.3
COc1cc(/C=N/NC(=O)c2cc(-c3ccccc3)nc3ccccc23)ccc1O	0.7	0.9
COc1cc(C2Nc3ccc4ccccc4c3C3=C2C(=O)CC(C)(C)C3)ccc1OC(C)C(=O)O (stereo not given)	0.54	-0.7
CCCCCCC1C(C#N)=C(N)OC2=C1C(=O)CC(C)(C)C2 (stereo not given)	-0.36	-0.8
CCN(CC)S(=O)(=O)c1ccc(-c2cn3cc(Cl)ccc3n2)cc1	0.07	-1.0
COCCN(C(=S)Nc1c(C)cc(C)cc1C)C(C)c1cccs1 (stereo not given)	0.06	-0.7
Nc1c(NCc2ccccc2)c(=O)c1=O	-1.1	-1.0

Copied from the listing, 15 compounds:
SMILES	Kir21 block	STK33 inh
O=C(CSc1ccc(-c2ccccc2)nn1)N1CCOCC1	2.1	6.5
CCOc1c(C)cnc2c1c(=O)n(Cc1c(F)cccc1Cl)c(=O)n2C	0.14	0.0
COc1ccccc1OCC(O)CN1C(=O)NC(C)(C)C1=O (stereo not given)	-0.02	0.8
CCC(C)(C)n1nnnc1C(c1cc2ccc(OC)cc2[nH]c1=O)N1CCCCC1 (stereo not given)	-1.2	-0.1
O=C([C@H](Cc1ccc(O)cc1)n1cc(CCO)nn1)N1CCNCC1	-0.91	-1.1
O=C(COC(=O)CN1C(=O)C2CCCCC2C1=O)Nc1ccc(F)c(F)c1F (stereo not given)	x	-1.1
COc1ccccc1CNC(=O)c1cccc(N(C)C)c1	-0.67	-0.6
COc1ccc(OC)c(/C(C)=N\NC(=O)c2cc3cc(Cl)ccc3n2C)c1	0.26	-0.8
CCC(=O)NN1CCN(c2ccncc2S(=O)(=O)N2CCCCC2)CC1	-0.36	-0.8
CSc1ccc(Cn2nnc(C(=O)NCc3ccccc3)c2N)cc1	-2.1	-2.0
CCCOC(=O)Nc1nc(-c2ccc(C)cc2)c(C)s1	-0.31	-0.8
Cc1ccc(NC(=O)c2cccc(S(=O)(=O)N(C)C3CCCCC3)c2)nc1	-0.6	-1.9
Cc1ccccc1NC(=O)c1ccc(CSc2ncccn2)cc1	-0.24	-1.3
COc1ccc(C)c2sc(N(CCN(C)C)C(=O)c3ccc4ccccc4c3)nc12	-0.51	1.5
N#Cc1cnn2c1nc(N1CCOCC1)c1ccccc12	-0.19	-0.4

Further compounds:
SMILES	Kir21 block	STK33 inh
O=[N+]([O-])c1cccc(C(=S)N2CCN(c3ccc(F)cc3)CC2)c1	0.1	-4.1
COc1ccc(Cl)cc1S(=O)(=O)NC(C)C(=O)NCCCn1ccnc1 (stereo not given)	-0.8	0.2
CC(=O)N1CCc2cc(S(=O)(=O)CCC(=O)NCCc3ccc(C)cc3)ccc21	-1	-2.5
Cc1ccc(N2CC(C(=O)Nc3nccs3)CC2=O)cc1 (stereo not given)	1.8	-1.6
CC(C)Cn1c(-c2nn(C)cc2Cl)n[nH]c1=S	2.2	-0.3
COc1ccc(NS(=O)(=O)NC(=O)c2cn(C)c3ccccc23)cc1	0.23	0.8
COc1ccc(/C=C2\SC(=Nc3ccccc3OC)NC2=O)cc1	0.81	2.7
CC(CNC(=O)CCCn1ncn2c(cc3occc32)c1=O)c1ccccc1 (stereo not given)	-3.3	-3.0
COc1ccc(CCN2CC(C(=O)OCC(=O)NC(C)c3cccc(Cl)c3)CC2=O)cc1OC (stereo not given)	x	0.1
O=C(Nc1ccccc1)OCC1CCCN2CCCCC12 (stereo not given)	-0.42	-0.9
COc1ccc(C)cc1NC(=O)Nc1ccncc1	0.04	-0.1
CCOC(=O)C1CCCN(C(=O)COC(=O)C2=COCCO2)C1 (stereo not given)	1.3	-0.4
CCOC(=O)c1[nH]c2ccc(F)cc2c1NC(=O)CN1CCc2cc(OC)c(OC)cc2C1	-1.4	1.6
O=C(CSc1ccccc1)NCCCN1CCOCC1	1.2	-2.2
COC(=O)CNC(=O)c1ccccc1[N+](=O)[O-]	0.15	-1.5
Cc1ccc(S(=O)(=O)N2CCOCC2)cc1NC(=O)CSc1ccc(Cl)cc1	-0.14	0.1
COc1cccc(C2=NN(C(C)=O)C(c3cccs3)C2)c1 (stereo not given)	-1.7	-1.4
COC(=O)C1=C(O)/C(=C\c2cc(C)n(-c3ccccc3C)c2C)N=C1C	0.26	-1.9
COc1ccc2cc1Oc1ccc(cc1)C[C@H]1c3c(cc(OC)c4c3Oc3c(ccc5c3[C@H](C2)N(C)CC5)O4)CCN1C	x	-0.2
COc1cc(C(=O)Nc2ccc(S(=O)(=O)NC(C)(C)C)cc2)cc(OC)c1OC	-1	x
O=C(NNC(=O)c1ccc(-c2ccccc2)cc1)Nc1ccccc1	-0.44	0.3
Cc1cccc(NC(=O)c2c([N+](=O)[O-])cnn2C)c1	-0.23	-1.0
CCOC(=O)c1ccc(NC(=O)Cn2nnc(-c3ccc(C)cc3)n2)cc1	-0.46	-0.7
CC1(C)CC(N2CCC(=O)NC2=S)CC(C)(C)N1	0.54	0.2
CC(=O)Nc1ccc(S(=O)(=O)Nc2nnc(C(C)(C)C)s2)cc1	-0.03	-1.7
O=C(c1ccc2c(c1)OCO2)N1CCN(c2cccc(C(F)(F)F)c2)CC1	0.47	0.1
O=C(c1ccc(Cn2cc([N+](=O)[O-])cn2)o1)N1CCCCCC1	0.95	-0.3
O=C(/C=C/c1cccc(Cl)c1)NCCN1CCOCC1	0.31	-0.5
COc1ccc2nc(SCC(=O)Nc3ccc(S(=O)(=O)N4CCCC4)cc3)c(C#N)cc2c1	-1.2	-2.7
O=c1oc2ccccc2c(NCCc2ccccc2)c1[N+](=O)[O-]	-0.73	-0.8
C=CCN(C(=O)c1oc2c(Cl)cc(C)cc2c1C)C1CCS(=O)(=O)C1 (stereo not given)	-1.9	-0.3
CC(=O)Nc1ccc(S(=O)(=O)N2c3ccccc3NC(=O)CC2C)c(Cl)c1 (stereo not given)	-0.04	-0.9
CCOc1ccc(S(=O)(=O)N2CCOCC2)cc1[N+](=O)[O-]	0.6	0.4
CCOc1ccc(N2CC(=O)SC2=S)cc1	0.96	-1.0
O=C(NC12CC3CC(CC(C3)C1)C2)c1ccccc1	-1.6	-1.5
CC(C)(C)NC(=O)C1CCC(CNS(=O)(=O)c2cccc3nsnc23)CC1 (stereo not given)	-1.6	-0.2
CCN(CCS(=O)(=O)c1ccc(Cl)cc1)Cc1nc2ccccc2c(=O)[nH]1	x	0.3
O=C(CSc1ncccn1)NCc1cccs1	-0.7	1.7
N#CCCN(CCC#N)C(=O)COc1ccc(Cl)cc1Cl	0.45	0.6
